Source: PubChem (National Center for Advancing Translational Sciences (NCATS))
p53ts 32C kill: qHTS Screen for Compounds that Selectively Target Cancer Cells with p53 Mutations: Cytotoxicity of p53ts Cells at the Permissive Temperature; 130,000 compounds, 0.93% hits; H1299-p53A138V at 32C, ATP luminescence viability, 24 h; Potency, µM (titrated, usually from 46.1 µM), inactives show at the highest dose activity change, negative = cytotoxicity, usual class: cytotoxic;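 further: 0% = DMSO and -100% = full killing by reference compound; nearly all actives have a fitted effect of over 55% in size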
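Cells: H1299 p53ts (A138V), 600/well, pre-incubated 16–30 h at 37C. Cpd up to 46 uM, 24 h, 32C. Readout: ATPlite luminescence, 20 min RT. Normalization: DMSO vs tamoxifen 100 uM. AC50 by Hill equation.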
Peg3 imprint: qHTS Assay for Compounds that Induce Erasure of Genomic Imprints; AID 1948, 2009; 110,000 compounds, 0.02% hits; mouse ES Peg3-LacZ reporter, beta-gal luminescence, 40 h; Potency, µM (titrated, usually from 60.7 µM), for inactives: at the top dose activity change, positive = activation, usual class: activators;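 further: 0% = negative control wells on the plate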
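Each well holds 300 Peg3LacZ-Neo (maternal) female ES cells incubated 40 h at 37C, 5% CO2. LacZ is measured by BetaGlo luminescence, with AC50 and maximum efficacy derived from dose-response curves.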
IkB sig inh: IkB Signaling; 110,000 compounds, 0.04% hits; ABC-DLBCL IkBa-CBG/CBR dual luciferase ratio, 4 h; response scale: scaled: untreated 0%, proteasome inhibitor 100%; Potency, µM (highest dose often 57.1 µM), for the others: at the top dose IkBa stabilization activation; active means well fitted curve in the direction sought with a large enough effect in the signal ratio, not every such curve was filed as active; inconclusive means small, poorly fitted or top-dose-only effect, or a change in a side signal; the % refers to the signal ratio;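 further: the direction sought is a rising ratio; 0% = basal untreated cells and 100% = reference inhibitor full response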
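Luminescence ratio of IκBα-fused green versus native red beetle luciferase in OCI-Ly3 cells, 4 h post-doxycycline with compound; red signal alone, scaled from basal (0%) to zero light (-100%), flagged nonspecific or cytotoxic effects.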
p53ts 39C kill: qHTS Screen for Compounds that Selectively Target Cancer Cells with p53 Mutations: Cytotoxicity of p53ts Cells at the Nonpermissive Temperature. Potency, µM (top dose mostly 46.1 µM), for inactives: at the highest dose activity change, negative = cell killing, actives largely listed as cytotoxic. 130,000 compounds, 1.5% hits. H1299-p53A138V viability at 39C, ATP luminescence, 24 h; further: nearly all actives have a fitted effect of over 55% in size
Starred values were filed as active, the others as inactive; ? = inconclusive; . = no result given; [ ] = remark or other dose. Unless noted, the call rests on the fitted dose curve; in most records, active means well fitted curve in the direction sought with a large enough effect; inconclusive means small, poorly fitted or top-dose-only effect, or another doubt; inactive means no such curve, though single readings can be large; an effect the other way counts as inactive or inconclusive. Unless noted, on the % scale 0 is the no-effect control and ±100 the full control effect; potency means the concentration at half of the fitted maximal effect.

Field names – A = p53ts 32C kill; B = Peg3 imprint; C = IkB sig inh; D = p53ts 39C kill
Cc1nn(C)c(C)c1NC(=O)CSc1nc(-c2ccccc2F)nc2c1cnn2-c1ccccc1
  A: -3.8% | B: -0.3% | C: 4.5% | D: -13.3%

CS(=O)(=O)N(CC(=O)NC1CCCCC1)c1cccc(Cl)c1
  A: 2.4% | B: -8.6% | C: -1.2% | D: 6.9%

O=C(CN1C(=O)c2ccccc2C1=O)Nc1cccc2cccnc12
  A: 10.6% | B: 5.5% | C: -0.8% | D: -13.2%

CCS(=O)(=O)N1CCN(C2CCC(C)CC2)CC1 (configuration not stated)
  A: -12.5% | B: 2.7% | C: 1.1% | D: -1.9%

CCOC(=O)c1ccc(NC(=O)c2cnn3c(=O)c4c(n(CC)c23)CCN(Cc2ccc(OC)cc2)C4)cc1
  A: 0.7% | B: -10.5%[10.9 µM] | C: ? | D: -13.2%

COc1cc2cc(CNc3ccccc3)c(=O)n(CC(=O)Nc3ccc(C)c(Cl)c3)c2cc1OC
  A: 15.6% | B: 13.6%[10.9 µM] | C: ? | D: -6.9%

COc1ccc(C(=O)CSc2c(C(C)C)cnc3c2c(=O)n(C)c(=O)n3C)cc1
  A: -0.9% | B: 13.0%[10.9 µM] | C: ? | D: 8.1%

COc1ccc(-c2coc3cc(O)ccc3c2=O)cc1OC
  A: -27.8% | B: -67.0%[inhibitor] | C: 0.3% | D: ?

COc1nc2ccccc2c(=O)n1OCC(C)C
  A: 1.3% | B: -11.2% | C: -1.7% | D: -1.2%

Cn1c(SCC(=O)Nc2nccs2)nnc1-c1ccco1
  A: -0.5% | B: . | C: . | D: -11.0%

Cc1oc2cc3c(C(=O)OCCN(C)C)c(C)oc3cc2c1C(=O)OCCN(C)C
  A: -4.3% | B: -17.0% | C: -0.7% | D: -1.6%

Cc1sc2ncnc(SCC(=O)c3cccs3)c2c1C
  A: -12.8% | B: -15.4% | C: 2.0% | D: -9.5%

O=C(COc1cccc2c1CCN(Cc1ccccc1)C2=O)NCc1ccco1
  A: 21.0% | B: . | C: . | D: 11.6%

CC(C)c1ccc2oc(-c3ccc(NC(=O)c4cccc(Br)c4)cc3)nc2c1
  A: -0.5% | B: -7.3%[10.9 µM] | C: ? | D: -13.8%

Nc1n[nH]c2ccccc12
  A: -6.2%[9.22 µM] | B: -30.7%[inhibitor][10.9 µM] | C: 1.1%[11.4 µM] | D: 2.5%[9.22 µM]

Cc1ccc(Cl)cc1NC(c1ccc(F)cc1)c1nnc(-c2ccccc2)o1 (configuration not stated)
  A: 11.8% | B: -18.4%[10.9 µM] | C: -0.7% | D: 20.0%

CC1=C(c2ccc(C)cc2)S(=O)(=O)N(CC(=O)O)C1=O
  A: -9.1% | B: . | C: . | D: -1.5%

Cn1c(-c2ccc3c(c2)OCO3)cnc1NCc1cccc(Cl)c1
  A: -19.1% | B: -4.8% | C: 1.1% | D: -26.0%

COc1ccc(-c2cc(CCCC(=O)NCCc3cc(OC)ccc3OC)no2)cc1
  A: -4.9% | B: -10.8% | C: ? | D: -7.2%

CCOC(=O)N1CCN(C(=O)CCc2c(C)nc3nc(C)nn3c2C)CC1
  A: -6.3% | B: -5.9% | C: 0.1% | D: 9.3%

CCOc1ccccc1N(C)C(=O)C1CCN(S(=O)(=O)c2cccc3nonc23)CC1
  A: 6.0% | B: -7.9% | C: 4.6% | D: 4.8%

CCOc1ccc(CN2CCN(S(=O)(=O)c3ccc(NC(C)=O)cc3)CC2)cc1OC
  A: -13.9% | B: . | C: 11.4% | D: 0.2%

COc1c(Cl)cc(Cl)cc1C(=O)Nc1ccccc1N1CCN(C(C)=O)CC1
  A: 5.0% | B: -7.8% | C: 3.1% | D: 12.7%

COc1ccc(Br)cc1S(=O)(=O)N1CCOCC1
  A: -3.3% | B: -4.3% | C: -0.9% | D: 7.5%

O=C(COC(=O)c1ccc2c(c1)OCO2)NC1CCS(=O)(=O)C1 (configuration not stated)
  A: -2.6% | B: -6.3% | C: 0.7% | D: -11.8%

c1cn2c(NC3CCCC3)c(-c3ccc(N4CCOCC4)cc3)nc2cn1
  A: 10µM* | B: -8.7% | C: 0.1% | D: 15.8µM*

COc1ccc(-c2cn3c(n2)sc2cc(C(=O)NCCCN4CCN(C)CC4)ccc23)cc1
  A: -2.0% | B: -4.5%[10.9 µM] | C: 0.5% | D: ?

O=C(c1ccco1)N1CCN(C(=O)c2cnn3cccnc23)CC1
  A: 9.1% | B: 9.6% | C: 0.6% | D: 8.0%

Cc1ccc(NC(=O)CCn2c(=O)oc3ccccc32)cc1
  A: -9.1% | B: 11.9% | C: -0.4% | D: -6.9%

CC1CCc2nn(CC(=O)NCCC3=CCCCC3)cc2C1 (configuration not stated)
  A: -1.2% | B: -13.7% | C: -3.2% | D: 1.7%

CCCCCCCCOc1ccc(C(=O)O)cc1
  A: ? | B: -30.9%[inhibitor] | C: 13.2% | D: 7.3%

O=S(=O)(NCc1ccc2c(c1)OCO2)c1cccc2cccnc12
  A: 5.0% | B: -4.3% | C: 1.5% | D: 9.9%

COc1ccc(OCC(=O)Nc2ncc3c(n2)CC(C)(C)CC3=O)cc1
  A: -1.3% | B: -6.4% | C: 0.1% | D: 4.4%

COc1ccc(NC(=O)C(NS(=O)(=O)c2cccc3nsnc23)c2ccccc2)cc1 (configuration not stated)
  A: 19.5% | B: -7.5%[10.9 µM] | C: 1.1% | D: -26.7%

COc1ccc(C2CC(=O)c3c(C)nc(N4CCN(c5ccccc5)CC4)nc3C2)cc1 (configuration not stated)
  A: 4.6% | B: -6.9% | C: -0.1% | D: 4.7%

O=C(c1[nH]c2ccccc2c1Sc1ccc(Cl)cc1)N1CCCCC1
  A: -1.8% | B: -9.5%[10.9 µM] | C: 0.7% | D: -4.1%

COc1cc(/C=C/C(=O)O)cc(OC)c1OC
  A: -7.2% | B: 14.3% | C: . | D: 2.1%

CCCNC(=O)c1ccccc1NC(=O)c1ccccc1N(C)S(=O)(=O)c1ccc(C)cc1
  A: -0.7% | B: . | C: . | D: -3.6%

Cn1nccc1C(=O)NCCN1C(=O)OC(C)(C)C1(C)O (configuration not stated)
  A: -0.5% | B: 6.6% | C: -0.7% | D: 12.6%

N#C/C(=C(/O)CSc1nnc(Cc2cccs2)n1C1CCCCC1)c1nc2ccccc2[nH]1
  A: 5.3% | B: 5.2% | C: ? | D: 24.3%

Cc1ccc(-n2nc(C)c3c(C)c(CCC(=O)NCc4cccc(Cl)c4)c(C)nc32)cc1C
  A: -15.4% | B: -8.0%[10.9 µM] | C: ? | D: ?

CCc1nn(CC(=O)N2CCN(c3cccc(OC)c3)CC2)c(=O)c2cc3occc3n12
  A: -0.1% | B: -9.2%[10.9 µM] | C: 0.9% | D: -4.8%

C=CCNc1oc(-c2ccc(OCC)cc2)nc1C#N
  A: -7.4% | B: -21.2% | C: -1.6% | D: -11.7%

CCN(CC)S(=O)(=O)c1cccc(C(=O)Nc2sc3c(c2C#N)CCC(C)C3)c1 (configuration not stated)
  A: -23.6% | B: -6.9%[10.9 µM] | C: -1.7% | D: -24.6%

Cc1nn(-c2ccccc2)c2c1C(c1ccccc1)C(C#N)=C(N)O2 (configuration not stated)
  A: 12.0% | B: . | C: . | D: -6.9%

C=CCNC(=O)CCCOc1cc(C)ccc1C
  A: 0.8% | B: -4.7% | C: 1.3% | D: 10.7%

COc1ccc(CCNC(=O)CCCn2nc(C)c3sc4ccccc4c3c2=O)c(OC)c1
  A: ? | B: -11.8%[10.9 µM] | C: -0.2% | D: ?

COCCN(C(=O)c1csnn1)C(C(=O)NC1CCCCC1)c1cccs1 (configuration not stated)
  A: 5.6% | B: -4.4% | C: 0.8% | D: -0.6%

Cc1ccc(C(=O)Nc2nc3ccccc3s2)s1
  A: ? | B: . | C: . | D: ?

C=C(C)Cn1c(CCCNC(=O)CC)nc2ccccc21
  A: 1.9% | B: -10.8% | C: 1.1% | D: -3.4%

Remaining list, next part
Field names – A = p53ts 32C kill; B = Peg3 imprint; C = IkB sig inh; D = p53ts 39C kill
COc1ccc(OC)c(NC(=O)c2c(NC(=O)c3ccco3)sc3c2CCC3)c1
  A: 9.0% | B: -4.7% | C: 0.1% | D: 15.3%

COc1ccc(-n2c(Cc3cccn3C)nnc2SCC(=O)Nc2cccc(OC)c2)cc1
  A: -0.9% | B: -0.5% | C: 1.2% | D: 3.5%

COc1ccc(C(CNC(=O)COc2ccc(Cl)c(C)c2)N2CCOCC2)cc1 (configuration not stated)
  A: -6.6% | B: -14.9%[10.9 µM] | C: 2.0% | D: -1.7%

Cc1cc(Br)ccc1NC(=O)c1sc2ncn(Cc3ccccc3Cl)c(=O)c2c1C
  A: -10.5% | B: 20.1%[10.9 µM] | C: 0.5% | D: 2.9%

COC(=O)N1CCC2(CCN(C(=O)NC(C)C)CC2)CC1
  A: -2.8% | B: . | C: 0.5%[11.4 µM] | D: -0.5%

O=C(Nc1c(Cl)cccc1Cl)c1cc(-c2ccc3c(c2)OCO3)on1
  A: -6.1% | B: 6.6%[10.9 µM] | C: ? | D: -4.8%

Cn1c(=O)n(C)c2cc(N3CCOCC3)c(NC(=O)c3ccccc3Br)cc21
  A: -7.0% | B: 7.5%[10.9 µM] | C: -0.9% | D: -17.5%

Cc1ccc(N2C(=O)c3ccc(C(=O)NCCN4CCOCC4)cc3C2=O)cc1
  A: -4.6% | B: 10.1% | C: 2.7% | D: -2.1%

O=C(CSc1nc2ccccc2n1Cc1ccc(F)cc1)N1CCN(c2ccc(F)cc2)CC1
  A: -6.1% | B: -6.8%[10.9 µM] | C: 0.6% | D: 2.0%

Cc1cccc2c1-c1sc(C(=O)N(C)c3cccc(Cl)c3)cc1CO2
  A: 6.4% | B: -13.0%[10.9 µM] | C: ? | D: -19.6%

Copied from the results shown (7 entries):
Field names – A = p53ts 32C kill; B = Peg3 imprint; C = IkB sig inh; D = p53ts 39C kill
COc1ccc(OC)c(NC(=O)c2c(NC(=O)c3ccco3)sc3c2CCC3)c1
  A: 9.0% | B: -4.7% | C: 0.1% | D: 15.3%

COc1ccc(-n2c(Cc3cccn3C)nnc2SCC(=O)Nc2cccc(OC)c2)cc1
  A: -0.9% | B: -0.5% | C: 1.2% | D: 3.5%

COc1ccc(C(CNC(=O)COc2ccc(Cl)c(C)c2)N2CCOCC2)cc1 (configuration not stated)
  A: -6.6% | B: -14.9%[10.9 µM] | C: 2.0% | D: -1.7%

Cc1cc(Br)ccc1NC(=O)c1sc2ncn(Cc3ccccc3Cl)c(=O)c2c1C
  A: -10.5% | B: 20.1%[10.9 µM] | C: 0.5% | D: 2.9%

COC(=O)N1CCC2(CCN(C(=O)NC(C)C)CC2)CC1
  A: -2.8% | B: . | C: 0.5%[11.4 µM] | D: -0.5%

O=C(Nc1c(Cl)cccc1Cl)c1cc(-c2ccc3c(c2)OCO3)on1
  A: -6.1% | B: 6.6%[10.9 µM] | C: ? | D: -4.8%

Cn1c(=O)n(C)c2cc(N3CCOCC3)c(NC(=O)c3ccccc3Br)cc21
  A: -7.0% | B: 7.5%[10.9 µM] | C: -0.9% | D: -17.5%

Continued:
Field names – A = p53ts 32C kill; B = Peg3 imprint; C = IkB sig inh; D = p53ts 39C kill
O=C(NCC1CCCO1)c1c(O)c2ccccc2[nH]c1=O (configuration not stated)
  A: -2.1% | B: -3.5% | C: 0.7% | D: -0.1%

CN(C)c1ccc(C(c2nnnn2CCOC(=O)Nc2ccc(Cl)cc2)N2CCOCC2)cc1 (configuration not stated)
  A: -2.3% | B: -13.1% | C: 2.6% | D: 9.1%

Cc1ccc(NC(=O)CN2C(=O)C(c3ccc(F)cc3)=NC23CCCCC3)c(C)c1
  A: 2.5% | B: -9.6%[10.9 µM] | C: ? | D: -16.1%

COc1ccc(CCNc2nc(-c3ccco3)cc(C(F)(F)F)n2)cc1OC
  A: -8.2% | B: -29.1% | C: 5.6% | D: -9.4%

OCC(CO)(CO)N=Cc1c(O)ccc2ccccc12
  A: 18.5% | B: -6.3% | C: 10.4% | D: 9.7%

COc1ccc(OC)c(CCNc2nc3cc(OC)c(OC)cc3c3nc(-c4cccnc4)nn23)c1
  A: 11.1% | B: -5.5%[10.9 µM] | C: -0.9% | D: 17.9%

COc1ccc(N2CCN(C(=O)CCc3c(C)nc4cc(-c5ccc(Cl)cc5)nn4c3C)CC2)cc1
  A: -1.3% | B: -6.7%[10.9 µM] | C: ? | D: -2.9%
